FBW7 act: human FBW7 E3 ligase activation, primary screen | normalized activity (activation), % at 26.1 µM | AlphaScreen FBW7–phospho-cyclin E peptide binding, activator screen | 650,000 tested, 0.13% active | Q969H0 | AID 1259310; in the data active = normalized activity above about 1.9%;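 note: purified mutant Fbw7 with reduced substrate affinity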
Target sequence (Q969H0 whole entry, looked up): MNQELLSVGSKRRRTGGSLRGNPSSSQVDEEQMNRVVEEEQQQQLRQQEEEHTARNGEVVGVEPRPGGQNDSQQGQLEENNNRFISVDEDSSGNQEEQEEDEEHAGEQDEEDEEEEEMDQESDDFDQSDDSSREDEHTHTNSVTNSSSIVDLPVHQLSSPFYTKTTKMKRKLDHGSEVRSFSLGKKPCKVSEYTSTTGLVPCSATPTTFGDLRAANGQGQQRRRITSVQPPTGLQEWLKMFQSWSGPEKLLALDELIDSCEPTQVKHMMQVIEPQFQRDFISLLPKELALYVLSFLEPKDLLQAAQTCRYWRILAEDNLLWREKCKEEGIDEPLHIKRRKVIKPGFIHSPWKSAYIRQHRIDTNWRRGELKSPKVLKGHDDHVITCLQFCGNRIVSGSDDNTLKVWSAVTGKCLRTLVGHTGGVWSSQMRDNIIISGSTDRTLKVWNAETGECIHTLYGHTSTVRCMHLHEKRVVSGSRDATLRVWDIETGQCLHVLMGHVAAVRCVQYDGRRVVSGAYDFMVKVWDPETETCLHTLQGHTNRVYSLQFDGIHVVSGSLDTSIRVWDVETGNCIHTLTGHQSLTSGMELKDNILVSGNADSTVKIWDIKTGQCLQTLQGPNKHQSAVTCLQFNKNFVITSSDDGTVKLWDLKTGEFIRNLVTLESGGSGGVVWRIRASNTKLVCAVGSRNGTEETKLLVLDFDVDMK
MITF primary: inhibitors of human MITF | O75030 | AlphaScreen MITF homodimerization, bead proximity signal | 650,000 tested, 0.91% active | inhibition, % at 2.6 µM | AID 1259374; in the data active = inhibition above about 50%;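 note: 0% = vehicle wells with protein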
TEAD-YAP block: TEAD-YAP interaction inhibition | HEK-TIYL cells, TEAD-Gal4/YAP UAS-luciferase luminescence | inhibition, % at 9.12 µM | 640,000 tested, 1.4% active; in the data active = inhibition above about 32%;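 note: 0% = median of test compound wells and 100% = reference inhibitor wells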
GPR151 ag: activators of human GPR151 | PathHunter beta-arrestin GPR151 cells, luminescence | Q8TDV0 | activation, % at 11.2 µM | 650,000 tested, 1% active | AID 1508602; in the data active = activation above about 4.9%;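 note: 0% = median of compound wells and 100% = cells with positive control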
* marks the source's active call; other numbers are inactive results.

nr	structure	GPR151 ag	MITF primary	FBW7 act	TEAD-YAP block
1	COCCCn1c(-c2ccc(C(C)(C)C)cc2)n[nH]c1=S	12*	0	-0.2	-10
2	CC(NC(=O)CN1CCc2ccccc2C1)c1ccccc1 (stereo not drawn)	2.7	18	0.2	-3
3	CCCn1c2ccccc2c2nnc(SCC(=O)c3ccccc3)nc21	-0.1	3	0.1	-1
4	CC(=O)C1=C(O)C(=O)N(C)C1c1ccccc1Cl (stereo not drawn)	1.5	8	-0.2	10
5	C/C(=N\O)C(C)(C)Nc1ccc2c(c1)OCO2	-1.0	13	0.1	1
6	CCOC(=O)C(C#N)c1c(F)c(F)c(Br)c(F)c1F (stereo not drawn)	2.1	2	0.0	1
7	CCCCSc1nnc(NC(=O)c2nc(SC)ncc2Cl)s1	-0.7	6	-0.2	1
8	CCc1ccc(NC(=O)N(CCCOC(C)C)C2CCN(C(C)=O)CC2)cc1	1.2	6	0.0	-19
9	CCOCc1nnc(NC(=O)C(C)(C)Oc2ccc(Cl)cc2)s1	-0.1	13	0.1	14
10	COC(=O)c1ccc(CN2CCN(CCO)CC2)cc1	1.7	5	0.0	-4
11	O=C(NC(Cc1ccccc1)C(=O)O)/C(=C\c1ccco1)NC(=O)c1ccccc1 (stereo not drawn)	-0.4	12	-0.1	-1
12	Cc1cccc(N2CCN(C(=O)c3cccnc3SCc3ccccc3Cl)CC2C)c1 (stereo not drawn)	6.8*	-3	-0.1	10
13	O=C(Nc1cccc(Cl)c1)c1ccc(C(=O)Nc2cccc(Cl)c2)nc1	0.8	4	0.1	3
14	COc1ccc(C2C(C(=O)Nc3nc4ccccc4s3)=C(C)NC3=C2C(=O)CC(C)(C)C3)c(OC)c1 (stereo not drawn)	1.2	-8	0.1	4
15	O=C(CN(c1ccccc1)S(=O)(=O)c1ccccc1[N+](=O)[O-])Nc1ccc(F)cc1	0.1	9	0.7	1
16	CCOC(=O)/C(C#N)=C\Nc1cccc(O)c1	0.5	-2	-0.2	-20
17	CCCNC(=O)c1cc(Cl)ccc1NC(=O)c1ccco1	-0.7	7	0.2	10
18	CCN(CC)CC(=O)Nc1ccc2c(c1)OCO2	-0.2	3	-0.3	-2
19	CCC(C)(C)NC(=O)c1ccc2c(c1)N(CC(=O)OCc1ccccc1)C(=O)C(C)(C)O2	-0.2	15	0.3	0
20	CCOc1ccc(-c2[nH]nc3c2C(c2cccc(OC(=O)N4CCOCC4)c2)C(C#N)=C(N)O3)cc1OC (stereo not drawn)	-0.9	10	0.1	4
21	COC(=O)c1ccc2c(c1)N(Cc1ccc(C)cc1)C(=O)C(OC(C)=O)S2=O (stereo not drawn)	-0.1	8	0.8	-1
22	Nc1ccc(OS(=O)(=O)c2ccc(Cl)c(N)c2)cc1	3.5	6	-0.2	1
23	COc1ccc(CCn2c(SCC#N)nc3ccccc3c2=O)cc1OC	-1.7	9	0.6	-9
24	O=C1N/C(=N/c2ccccn2)SC1Cc1ccc(Cl)cc1 (stereo not drawn)	0.5	-6	0.0	-2
25	CCc1nnc(NC(=O)/C=C\c2ccc3c(c2)OCO3)s1	-0.9	5	-0.1	-4
26	COc1ccc(-c2nn(C)c3sc(C(=O)NCc4cccnc4)cc23)cc1OC	1.7	12	0.9	-10
27	COc1ccc(NC(=O)C(C)Oc2ccc(Br)cc2)c(OC)c1 (stereo not drawn)	-1.4	16	0.0	-6
28	CC(=O)Nc1nc(C)c(-c2nc3ccccc3[nH]2)s1	-1.4	11	0.1	-8
29	O=C(C1=C(O)C(=O)N(c2nncs2)C1c1cccc(Br)c1)c1cccs1 (stereo not drawn)	0.4	15	-0.1	3
30	Cc1cc(C)c(C(N)=O)c(Nc2cccc3ccccc23)n1	-0.9	16	0.3	0
31	O=C(Nc1ccc(Br)cn1)c1ccccc1SCc1ccccc1	-0.7	-7	0.1	-16
32	CCC1(C(O)(C#CCN(CCO)C(C)C)c2ccccc2)CCCC1 (stereo not drawn)	-0.1	-5	-0.4	-4

3 compounds from above, sorted by formula weight, highest first:
nr	structure	GPR151 ag	MITF primary	FBW7 act	TEAD-YAP block
29	O=C(C1=C(O)C(=O)N(c2nncs2)C1c1cccc(Br)c1)c1cccs1 (stereo not drawn)	0.4	15	-0.1	3
27	COc1ccc(NC(=O)C(C)Oc2ccc(Br)cc2)c(OC)c1 (stereo not drawn)	-1.4	16	0.0	-6
25	CCc1nnc(NC(=O)/C=C\c2ccc3c(c2)OCO3)s1	-0.9	5	-0.1	-4

Other compounds follow.
nr	structure	GPR151 ag	MITF primary	FBW7 act	TEAD-YAP block
33	O=c1c2ccc(O)cc2oc2cn3c4ccccc4ccc3c12	-1.5	9	0.1	5
34	Fc1ccc(C(OCCCc2cnc[nH]2)c2ccc(F)cc2)cc1	-2.3	1	-0.1	-9
35	CCN1C(=O)/C(=C\c2cccc(OCC(=O)O)c2)SC1=S	-1.7	1	-0.1	5
36	CC(C)Nc1nc(NC(C)C)nc(N(C#N)C(C)C(=O)N(C)C)n1 (stereo not drawn)	1.1	6	-0.2	1
37	COc1ccc(C2C(C(=O)N3CCN(c4ccccc4)CC3)c3ccccc3C(=O)N2C)cc1OC (stereo not drawn)	-0.7	-6	-0.1	8
38	CCC(Oc1ccccc1)C(=O)O/N=C(\N)c1ccccn1 (stereo not drawn)	3.9	3	0.1	-22
39	CC1=Nc2ccccc2/C1=C/c1nc(-c2cccc([N+](=O)[O-])c2)oc1O	-1.8	9	0.1	-3
40	CC(C)c1ccc(C(=O)NCc2ccccn2)cc1	-0.6	7	-0.3	-42

Reformatted with values under each structure: four of the compounds above
Values in the order – GPR151 ag, MITF primary, FBW7 act, TEAD-YAP block
#33 O=c1c2ccc(O)cc2oc2cn3c4ccccc4ccc3c12
→ -1.5, 9, 0.1, 5
#34 Fc1ccc(C(OCCCc2cnc[nH]2)c2ccc(F)cc2)cc1
→ -2.3, 1, -0.1, -9
#35 CCN1C(=O)/C(=C\c2cccc(OCC(=O)O)c2)SC1=S
→ -1.7, 1, -0.1, 5
#36 CC(C)Nc1nc(NC(C)C)nc(N(C#N)C(C)C(=O)N(C)C)n1 (stereo not drawn)
→ 1.1, 6, -0.2, 1

(list continues)
nr	structure	GPR151 ag	MITF primary	FBW7 act	TEAD-YAP block
41	Cn1c(CN2CCCC2)c(C#N)c2ccccc21	0.5	-11	-0.3	2
42	CCOC(=O)c1nnn(-c2nc(OC)nc(N3CCCC3)n2)c1C	-0.5	23	0.1	-6
43	Cc1cc2c(c(=O)n1Cc1cccnc1)C(c1ccccc1)C(C#N)=C(N)O2 (stereo not drawn)	-0.2	-6	0.1	-4
44	CCC(C)NC(=O)c1nn2c(C(F)(F)F)cc(-c3ccco3)nc2c1Br (stereo not drawn)	-0.6	-4	0.1	-1
45	O/N=C/c1ccc(OCc2ccccc2)c(Br)c1	-1.3	-3	0.0	-68
46	O=C(COc1ccc2c(=O)c(Oc3ccccc3Cl)coc2c1)OC1CCCCC1	0.3	3	0.1	0
47	O=C(Nc1ccc(S(=O)(=O)N2CCCCC2)cc1)c1ccc(F)cc1	0.8	-5	-0.3	-5
48	COC(CNC(=O)c1c[nH]c2ccc(S(=O)(=O)N3CC(C)CC(C)C3)cc2c1=O)OC (stereo not drawn)	-0.7	14	0.6	-3

Along the list, as entered above.
Compounds 1 to 4 in TEAD-YAP block, in turn: -10, -3, -1, 10

(list continues)
nr	structure	GPR151 ag	MITF primary	FBW7 act	TEAD-YAP block
49	O=c1c2c(nc(SCc3ccccc3)n1-c1ccccc1)-c1ccccc1CC21CCCCC1	-0.8	-3	0.3	3
50	O=C(O)C1CSC(c2c(Cl)cccc2Cl)N1 (stereo not drawn)	-0.8	-11	-0.1	-14
51	CC(=O)c1ccc(OC(=O)C2CC(=O)N(c3cccc(C)c3)C2)cc1 (stereo not drawn)	-3.1	19	0.6	8
52	Cc1cc(NC(=O)CCCSc2ccccc2)no1	1.1	-4	-0.1	-10
53	COc1ccc(-n2nc3c(c2NC(=O)c2ccc(OC)cc2OC)CSC3)cc1	-0.3	-1	0.0	-1
54	C=C(C)CN(CC)Cc1coc2ccc(Cl)cc2c1=O	0.4	7	0.1	-10
55	NC(=S)n1ncc(C(=O)O)c1NC(=O)c1ccccc1Cl	-0.5	-7	-0.4	2
56	CSc1nnc2c(n1)OC(c1ccc(C)o1)Nc1ccccc1-2 (stereo not drawn)	2.4	-11	0.0	-6
57	COc1ccc(CCNC(=O)c2cc(S(=O)(=O)N3CCOCC3)ccc2F)cc1OC	0.5	-3	-0.1	6
58	CC(=O)NC(C(=O)NCC1Cc2cccc(-c3ccccn3)c2O1)C(C)C (stereo not drawn)	0.3	16	0.0	0
59	COc1ccc(NC(=O)N2CCn3cccc3C2c2ccc(Cl)cc2Cl)cc1OC (stereo not drawn)	0.8	9	-0.1	-1
60	O=C(Nn1c(-c2ccc(F)cc2)nc2ccccc2c1=O)c1cc(-c2ccc(F)cc2)nc2ccccc12	0.0	14	0.4	1
61	CCOC(=O)NC(C)(C)COC(=O)Nc1cccc(C)c1	1.0	9	0.1	-15
62	Cc1ccc(-c2csc(/C(C#N)=C/c3ccc(N(C)C)cc3)n2)cc1	-1.2	12	-0.1	-2
63	CN1C(=O)C(=C/C=C/c2ccccc2[N+](=O)[O-])C(=O)N(C)C1=S	-0.7	1	-0.2	-3
64	O=C(O)COc1ccc(N2C(=O)C3CC=CCC3C2=O)cc1 (stereo not drawn)	2.6	-2	-0.2	-15
65	O=C(c1ccc(Br)cc1)N1CCC(n2nnc3cc(F)ccc32)CC1	-0.6	-8	-0.2	-4
66	CCOC(=O)c1c(C)n(-c2ccccc2)c2c1cc(OC(=O)C13CC4CC(CC(C4)C1)C3)c1ccccc12	1.2	-6	0.0	-2
67	O=c1oc2c3c(ccc2c2ccccc12)OCN(Cc1ccco1)C3	1.0	-1	-0.4	-4
68	CCOC(=O)c1c(C)oc2cc(Br)c(OCC(=O)c3ccc(OC)cc3)cc12	1.9	-6	0.1	-11
69	C(=C\C1N(Cc2ccccc2)CCN1Cc1ccccc1)/c1ccccc1	-0.2	-7	0.0	-1
70	Cc1cccc(C(=O)N/C(=C/c2ccco2)C(=O)O)c1	-0.2	19	-0.2	5
71	Cc1cc(C)nc(N2CCN(C(=O)NC3CCCCC3)CC2)n1	-1.0	-11	-0.2	-9
72	Cc1cccc(CN[C@H]2C[C@H]3C(=O)N[C@@H](Cc4ccc(Cl)cc4)C(=O)N3C2)c1	0.6	-8	-0.2	-6
73	CC1(C)OC2OC(C(=O)O)C3OC(C)(C)OC3C2O1 (stereo not drawn)	0.0	1	0.0	4
74	CCN(CC)C1c2cccc3cccc(c23)C1NS(=O)(=O)c1ccccc1 (stereo not drawn)	0.2	-6	-0.3	-5
75	O=C(CCN1CCc2ccccc2C1)c1ccc(Cl)cc1	-1.3	12	0.2	-7
76	CCN(CC)CCCN1C(=O)C2C3C=CC(C3)C2C1=O (stereo not drawn)	-0.2	3	-0.1	-4
77	COC(=O)/C(=C/c1cccc([N+](=O)[O-])c1)C(C)=O	3.5	3	-0.1	-12
78	CCOC(=O)C1=C(c2ccccc2)Nc2ncnn2C1c1cccs1 (stereo not drawn)	2.3	-15	0.2	0
79	O=C(c1ccccc1F)N1CCN(S(=O)(=O)c2ccc([N+](=O)[O-])cc2)CC1	-0.9	9	0.1	2
80	CCOC(=O)c1ccc(NC(=S)N(Cc2ccc(F)cc2)C2CCCCC2)cc1	-0.5	-11	0.2	3
81	O=C(CSc1nnc2c3c4c(sc3nc(C3CC3)n12)CCCC4)N1CCCC1	0.1	2	-0.1	7
82	O=C(Cc1ccc(-c2ccccc2)cc1)NCc1nc(-c2ccncc2)n[nH]1	-1.5	0	-0.4	8
83	Cc1ccccc1C(=O)c1cccn1CC(=O)NCCCN1CCCC1=O	0.2	-7	0.0	10
84	Oc1ccc(Cl)cc1CNCc1cccnc1	0.0	29	-0.3	3
85	Fc1cncc(-c2ccnc(Nc3ccc(-c4cnn(CCN5CCOCC5)c4)cc3)n2)c1	1.9	10	0.4	-4
86	CC(C)(C)C(=O)Nc1ccc2oc(-c3cncc(Br)c3)nc2c1	1.5	7	0.3	35*
87	N#C/C(C(=S)Nc1ccccc1)=C1/NN=C(N2CCOCC2)N1c1ccccc1	-0.8	-7	-0.2	5
88	COc1ccc(C(N)=O)cc1NS(=O)(=O)c1ccc2c3c(cccc13)C(=O)N2	-0.1	3	-0.4	6
89	CN(C)c1ccc(NC(=O)CN2C(=O)NC(c3ccccc3)(c3ccccc3)C2=O)cc1	-1.1	24	0.0	5
90	OC(CNCc1ccccc1)COc1ccc(OCc2ccccc2)cc1 (stereo not drawn)	1.8	-8	-0.2	-3
91	Cc1ccccc1C1N(c2nccs2)C(=O)C2CCCN21 (stereo not drawn)	1.8	7	-0.1	10

Compound activity deposited in PubChem BioAssay by The Scripps Research Institute Molecular Screening Center.
